Assay outcomes deposited in PubChem by National Center for Advancing Translational Sciences (NCATS).
AMA1 RON2 block – AMA1-RON2 (P. falciparum) interaction inhibition; AlphaScreen AMA1-biotinylated RON2 peptide binding; Potency, µM (doses to about 58.2 µM), for inactives: top-dose activity change, negative = inhibition, hits mostly inhibitors; 0.2% of 360,000 active;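 further: potency means the concentration at half of the fitted maximal effect; 0% = vehicle wells and -100% = peptide control; nearly all actives have a fitted effect of over 45% in size; some results filed as inactive show a strong effect at the top dose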
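AMA1 (3D7) with his tag at 25 nM final met compounds first, then biotinylated RON2 peptide at 25 nM; detection used donor plus acceptor beads, 10 µg/mL apiece, read by AlphaScreen after 30 min at room temperature.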
LmPK inhibitor – inhibitors of Leishmania mexicana pyruvate kinase | Q27686 | purified LmPK, Kinase-Glo ATP luminescence, 1 h | Potency, µM (doses to about 57.5 µM), for the others: top-dose activity change, negative = inhibition, hits mostly inhibitors | 0.37% of 290,000 active | AID 1721; further: potency means the concentration at half of the fitted maximal effect
Target sequence (Q27686 whole entry, looked up): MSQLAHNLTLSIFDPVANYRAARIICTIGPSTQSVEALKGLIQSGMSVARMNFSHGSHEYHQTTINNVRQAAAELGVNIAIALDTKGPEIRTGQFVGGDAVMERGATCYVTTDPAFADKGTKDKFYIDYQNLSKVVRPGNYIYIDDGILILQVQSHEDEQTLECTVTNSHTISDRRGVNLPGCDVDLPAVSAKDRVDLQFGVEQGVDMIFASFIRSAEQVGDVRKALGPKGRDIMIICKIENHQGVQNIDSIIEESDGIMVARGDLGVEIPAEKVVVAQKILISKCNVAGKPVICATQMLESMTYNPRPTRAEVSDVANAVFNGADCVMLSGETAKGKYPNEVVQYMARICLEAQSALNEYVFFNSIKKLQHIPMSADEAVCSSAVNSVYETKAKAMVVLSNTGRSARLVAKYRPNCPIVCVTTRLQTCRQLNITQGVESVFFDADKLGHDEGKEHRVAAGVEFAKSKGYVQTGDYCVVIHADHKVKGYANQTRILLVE
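Purified LmPK (0.1 nM) with 0.5 mM PEP and 0.1 mM ADP in imidazole buffer pH 7.2 with MgCl2/KCl, 1 h at room temperature. ATP formed was read by luciferase luminescence and normalized to no-enzyme and uninhibited controls.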
Tb PYK inh – T. brucei pyruvate kinase inhibition. Q57TT1. Potency, µM (highest dose often 76.8 µM), without a hit: top-dose activity, negative = inhibition, actives largely listed as inhibitors. TbPYK enzyme, Kinase-Glo Plus ATP luminescence, 45 min. 0.12% of 410,000 active. AID 624173; further: potency means the concentration at half of the fitted maximal effect; nearly all actives have a fitted effect of over 50% in size
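Assay buffer: 50 mM TEA pH 7.2, 100 mM KCl, 10 mM MgCl2, 0.05% BSA, 0.01% Tween-20. Pyruvate kinase from T. brucei plus substrate met compound, then ADP (130 uM final). Luminescence was read post 45 min RT.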
Sm TGR inh – blocks Schistosoma mansoni thioredoxin glutathione reductase | Q962Y6 | purified TGR, DTNB reduction, TNB absorbance 405 nm | Potency, µM (top dose mostly 114 µM), inactives show at the highest dose activity change, negative = inhibition, most hits filed as inhibitors | 3% of 360,000 active; further: potency means the concentration at half of the fitted maximal effect; nearly all actives have a fitted effect of over 60% in size
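Kinetic colorimetric format: TGR-catalysed, NADPH-driven DTNB reduction monitored via TNB absorbance. Enzyme dispensed at 20 nM; compound exposure 15 min at room temperature before reaction start.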
HCMV inh – inhibitors of human cytomegalovirus. HFF cells, HCMV-luciferase reporter, 72 h; active compounds read low. activity change, negative = inhibition, % at 57.5 µM. 4.5% of 410,000 active; in the data active means activity change below about -60%; inconclusive means no clear call, values can overlap the other calls; inactive means above about -39%
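After 16 h attachment at 37C, HFF cells received test compound and HCMV-luciferase (1 PFU/cell); reporter luminescence read 72 h later, data normalized against buffer-only and known inhibitor Salinomycin.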
AmpC detergent – inhibitors of E. coli AmpC beta-lactamase with detergent | AmpC hydrolysis of nitrocefin, absorbance 480 nm, 0.01% Triton | Potency, µM (highest dose often 114 µM), for the others: at the top dose activity change, negative = inhibition, most hits filed as inhibitors | 0.041% of 370,000 active | AID 485294;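 further: potency means the concentration at half of the fitted maximal effect; 0% = no-compound wells and -100% = no-enzyme wells; nearly all actives have a fitted effect of over 25% in size; some results filed as inactive show a strong effect at the top dose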
Target sequence (P00811 whole entry, looked up): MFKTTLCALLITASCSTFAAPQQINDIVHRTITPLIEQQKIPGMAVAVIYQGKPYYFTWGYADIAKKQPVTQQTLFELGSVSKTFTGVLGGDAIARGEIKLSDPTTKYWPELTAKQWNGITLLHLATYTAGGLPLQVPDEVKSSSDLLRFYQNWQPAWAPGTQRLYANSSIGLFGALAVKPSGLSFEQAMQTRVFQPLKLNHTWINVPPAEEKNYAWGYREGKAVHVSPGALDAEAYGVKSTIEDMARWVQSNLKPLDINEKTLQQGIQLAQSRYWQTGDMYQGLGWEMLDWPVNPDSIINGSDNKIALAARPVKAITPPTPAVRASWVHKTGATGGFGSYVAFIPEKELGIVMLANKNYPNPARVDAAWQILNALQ
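AmpC (5.3 nM in the dispensed reagent) in 20 mM phosphate pH 7.0 with 0.01% (detergent screen) or 0.0001% Triton X-100 was preincubated with compounds for 15 min at room temperature. Nitrocefin was then added from an 800 uM solution, and hydrolysis was followed at 480 nm.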
AmpC no deterg – inhibitors of E. coli AmpC beta-lactamase without detergent | AmpC nitrocefin hydrolysis, absorbance 480 nm, 0.0001% Triton | Potency, µM (titrated, usually from 57.1 µM), for the others: at the top dose activity change, negative = inhibition, actives largely listed as inhibitors | 0.52% of 330,000 active;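 further: potency means the concentration at half of the fitted maximal effect; plate controls were no compound for no effect and no enzyme for full effect; nearly all actives have a fitted effect of over 20% in size; some results filed as inactive show a strong effect at the top dose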
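20 mM phosphate pH 7.0 + 0.01% (detergent screen) or 0.0001% Triton X-100; 5.3 nM AmpC reagent; cpd preinc 15 min RT; nitrocefin (800 uM stock) to start; A480 q20 s × 4 min; Activity was normalised to no-enzyme and no-compound control wells.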
* marks the source's active call; other numbers are inactive results; ? = inconclusive; / = not tested or not shown; & = joins results of further samples; [ ] = dose if it differs, or a comment. Unless noted, the call rests on the fitted dose curve; in most records, active means well fitted curve in the direction sought with a large enough effect; inconclusive means small, poorly fitted or top-dose-only effect, or another doubt; inactive means no such curve, though single readings can be large; an effect the other way counts as inactive or inconclusive. Unless noted, on the % scale 0 is the no-effect control and ±100 the full control effect.

Sequence of screens: AMA1 RON2 block, LmPK inhibitor, Tb PYK inh, Sm TGR inh, HCMV inh, AmpC detergent, AmpC no deterg
- CCn1c(C)nc2cc(C(=O)NNC(=S)Nc3ccccc3OC)ccc21
→ 76%[activator], -9%, -13%, 9%, 91, 0%, -25%
- O=C(Nc1ccc(S(=O)(=O)Nc2ccccc2)cc1)N1CCCC1
→ /, /, -2%, 3%, 8, -1%, /
- O=C(CCNC(=O)C1CCN(S(=O)(=O)c2ccc(F)cc2)CC1)NCc1ccc(F)cc1
→ -2%, 3%, 2%, -17%, 0, ?, 46%
- COc1ccc(C)cc1NC(=O)C1CCCN(S(=O)(=O)c2ccc3[nH]c(=O)ccc3c2)C1 (stereo not drawn)
→ 7%, 3%, -15%&1%, -1%&-2%, 10&-11, 2%&23%, 65%[activator]
- Cc1ccc(S(=O)(=O)N2CCCN(C(C)c3nc4ccccc4c(=O)[nH]3)CC2)cc1 (stereo not drawn)
→ 10%, /, -5%, ?, -19, -1%, -17%
- NS(=O)(=O)c1ccc(NC(=S)N2CCc3ccccc32)cc1
→ 1%, -6%, -6%, -17%, -9, 2%, -25%
- COc1ccc(/C=C/C(=O)NC(=S)Nc2ccc(S(=O)(=O)Nc3cc(C)on3)cc2)cc1
→ 0%, -2%, 2%, -29%, -10, -1%, -39%
- Cc1cc2oc(=O)cc(CN3CCCCC3)c2cc1O
→ 0%, 2%, 3%, -14%, -3, 0%, -29%
- CCn1c(C)nc2cc(C(=O)NNC(=S)Nc3ccccc3)ccc21
→ 38%[activator], -2%, -25%, /, ?, 2%, -22%
- O=C(N/N=C/c1sc2ccccc2c1O)c1cccc2ccccc12
→ 27%, -2%, 1%, -11%, -104*, -1%, -41%
- COc1ccc2[nH]c(=O)c(CN(CCN3CCCC3)C(=O)Nc3ccccc3Cl)cc2c1
→ -1%, -8%, -2%, -26%, -88*, -17%, 104%
- O=S(=O)(c1cccs1)N1CCN(c2ccc(Cl)cc2)CC1
→ 5%, 0%, 2%&3%, -10%&-1%, -35&-4, 3%&2%, -30%
- C[C@H]1Cn2cnc(C(=O)Nc3ccccc3)c2C(=O)N1
→ 44%[activator], /, 3%, /, -27, /, /
- COc1ccc(S(=O)(=O)NCCc2ccncc2)cc1
→ -2%, 0%, -3%, -1%, 14, ?, -14%
- Cc1ccc(NC(=O)C(=O)NCC2(c3ccccc3)CCCC2)cc1C
→ /, /, 0%, 0%, 19, 26%, /

The list continues.
Sequence of screens: AMA1 RON2 block, LmPK inhibitor, Tb PYK inh, Sm TGR inh, HCMV inh, AmpC detergent, AmpC no deterg
- Cc1cccc2c(SCC(=O)NCC3CCCO3)nc(-c3ccc(F)cc3)nc12 (stereo not drawn)
→ 0%, 4%, 4%, 4%, -20, 5%, -16%
- CC(C)(C)OC(=O)N1CCCN(C(c2cc3ccccc3o2)c2nnnn2C(C)(C)C)CC1 (stereo not drawn)
→ -8%, /, -3%, /, -7, /, /
- COC(=O)/C=C1/SC(=NC(=O)c2ccc(OC)cc2)NC1=O
→ 22%, -11%, 0%, -12%, -15, -1%, -19%
- CCc1c(C#N)c(SCCC(=O)Nc2ccc(F)cc2)nc2c1C(=O)CC(C)(C)C2
→ 1%, -1%, -10%, -7%, -96*, 3%, -46%
- CC(Sc1nnc(COc2ccc([N+](=O)[O-])cc2)n1-c1ccccc1)C(=O)O (stereo not drawn)
→ 13%, 13%, -24%, -29%, /, 1%, -15%
- Cn1c(CCC(N)=O)nnc1SCC(=O)Nc1cc(S(=O)(=O)N2CCCC2)ccc1Cl
→ -1%, /, 0%, 0%, -23, 0%, -8%
- Cc1cc(C)n2nc(C(=O)Nc3ccn(Cc4ccccc4C)n3)cc2n1
→ 17%, 4%, -3%, 1%, ?, 3%, 55%
- O=C(COC(=O)c1c(F)cccc1F)Nc1ccccc1OC(F)F
→ -2%, 0%, 2%, -4%, -13, -4%, -21%
- O=C(Nc1cc(-c2cccc(Cl)c2)nn1-c1ccccc1)c1ccccc1F
→ /, /, 3%, 2%, 9, 24%, /
- CCN(CC)C(=O)c1cn(-c2cccc(OC)c2)c(=O)c2ccccc12
→ -8%, 1%, -8%, 16%, -6, -1%, -6%
- CCCCCCOC(=O)CCn1[nH]c(=O)c2ccccc2c1=O
→ 0%, 1%, 10%, 0%, -12, ?, -11%
- CN(C)[C@@H]1CCC[C@H]1OC(=O)C(c1ccccc1)c1ccccc1
→ ?, 1%, 7%, -3%, -24, -10%, 30%
- CC(C)(C)C(=O)Nc1nnc(CC(=O)NCc2ccccc2)s1
→ 4%, 1%, 5%, 0%, -15, -1%, -8%
- Cc1nn(C)c(C)c1S(=O)(=O)N1CCC(C(=O)Nc2ccc3c(c2)OCCO3)CC1
→ 10%, 7%, -3%, 4%, -7, ?, -14%
- CC(C)c1ccc(NC(=O)C2(C)Cc3c(-c4cccc(C(F)(F)F)c4)ccnc3O2)cc1 (stereo not drawn)
→ -6%, /, 0%, /, 6, /, /

Additional records.
Key to letters – A = AMA1 RON2 block; B = LmPK inhibitor; C = Tb PYK inh; D = Sm TGR inh; E = HCMV inh; F = AmpC detergent; G = AmpC no deterg
> Cc1cccc(-c2ncc(CN3CCN(CCC(C)C)C(CCO)C3)cn2)c1 (stereo not drawn)
  A: 6% | B: -2% | C: -4% | D: 2% | E: -34 | F: 5% | G: 110%[activator]

> COc1ccc2oc(C(=O)NCC(c3ccco3)N(C)C)c(C)c2c1 (stereo not drawn)
  A: 1% | B: / | C: -1% | D: -14% | E: 0 | F: -14% | G: 5%

> CNC(=O)C1CC(=O)N(c2ccc(OCC(=O)Nc3ccccc3C)cc2)C1 (stereo not drawn)
  A: 0% | B: / | C: -14% | D: -5% | E: -13 | F: 0% | G: -18%

> N=c1oc2cc(O)ccc2cc1C(=O)Nc1nc2ccccc2s1
  A: 10% | B: -13% | C: 0% | D: -18% | E: -21 | F: -2% | G: -8%

> Cc1ccc(OCC(=O)N/N=C/C=C/c2ccco2)c(Br)c1
  A: 68%[activator] | B: -1% | C: -6% | D: 28µM* | E: -17 | F: -2% | G: -28%

> COc1ccccc1C(=O)Nc1nnc(SCC(=O)NCC2CCCO2)s1 (stereo not drawn)
  A: -16% | B: -6% | C: -1% | D: -20% | E: 59 | F: -2% | G: 90%[activator]

> O=C(N/N=C/c1cc2ccccc2nc1Cl)/C(=C/c1cccs1)NC(=O)c1ccccc1
  A: -17% | B: 0% | C: 2% | D: ? | E: 27 | F: -7% | G: -3%

> COc1ccc(Cn2c(=O)[nH]c3cc(C(=O)N4CCN(c5cccc(Cl)c5)CC4)ccc3c2=O)cc1
  A: / | B: / | C: -4% | D: -3% | E: 5 | F: ? | G: /

> COc1cc(C(=O)N/N=C(\C)Cc2ccccc2)cc(OC)c1OC
  A: 45%[activator] | B: 3% | C: -1% | D: 9% | E: -91* | F: ? | G: -15%

> O=S(=O)(Nc1ccccn1)c1ccc(Oc2ccccc2)cc1
  A: 9% | B: -3% | C: -3% | D: 5% | E: -17 | F: -2% | G: -23%

New compounds follow
Key to letters – A = AMA1 RON2 block; B = LmPK inhibitor; C = Tb PYK inh; D = Sm TGR inh; E = HCMV inh; F = AmpC detergent; G = AmpC no deterg
> CC(=O)Nc1cccc(NS(=O)(=O)Cc2ccc(Cl)cc2)c1
  A: 0% | B: 2% | C: 1% | D: 0% | E: -66* | F: -1% | G: -27%

> Cc1ccccc1C(=O)N(C)Cc1ccccc1
  A: 23% | B: -16% | C: 3% | D: 6% | E: -13 | F: 2% | G: -3%

> S=C(c1ccc(N2CCOCC2)cc1)N1CCOCC1
  A: -2% | B: 4% | C: -16% | D: -3% | E: 19 | F: ? | G: 5%

> COc1ccc(C2C=C(c3ccccc3)Nc3nc(NS(=O)(=O)c4ccc(Cl)cc4)nn32)cc1 (stereo not drawn)
  A: / | B: / | C: -2% | D: 5% | E: 8 | F: -3% | G: /

> Cn1c(SCC(=O)Nc2nccs2)nnc1-c1cccnc1
  A: 17% | B: / | C: 1% | D: -1% | E: -2 | F: -13% | G: -7%

> CC1(C(=O)NS(C)(=O)=O)CCN1C(=O)C/C=C/c1ccccc1 (stereo not drawn)
  A: -5% | B: / | C: -9% | D: / | E: -2 | F: / | G: /

> COC(=O)c1ccc(OCC(=O)Nc2nn(-c3ccccc3)nc2C(N)=O)cc1
  A: 15% | B: 6% | C: -3% | D: -8% | E: 3 | F: -18% | G: -16%

> CCOC(=O)Cc1csc(NC(=O)CSc2nc3cccnc3n2CC)n1
  A: 9% | B: 5% | C: -10% | D: -2% | E: 4 | F: -14% | G: -1%
